STAT3 blocker: IL-6 driven STAT3 reporter inhibitors, primary screen, U3A cells, luciferase, luminescence, MLSCN library. inhibition, % at 5.5 µM. IL-6 STAT3-luciferase reporter; host cell line lacks STAT1. actives 0.89% (n = 190,000);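 active means inhibition above the mean inhibition across all screened compounds plus 3 SD, cut at about 44% in these data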;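 further: 0% = DMSO only wells and 100% = 100 µM nifuroxazide control wells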
ROMK mod: ROMK potassium channel modulators, primary screen, cell-based, thallium flux, MLSMR library; B-score at 10 µM; actives 2% (n = 130,000); Tet-inducible ROMK, thallium flux fluorescence; actives lie on both sides;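 active means signal ratio slope over the read window, or its plate-corrected B-score, at least 3 SD from the plate mean, either direction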;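 further: B-score of the F/F0 ratio slope over 7 to 12 s after thallium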
APP 5UTR inh: inhibitors of APP translation via 5'UTR reporter, primary screen, APP 5'UTR luciferase, SH-SY5Y cells; SH-SY5Y APP 5'UTR-luciferase reporter, luminescence; inhibition, % at 2 µM; actives 0.82% (n = 190,000); AID 1285, 2008;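 active means inhibition above a set limit, derived from the sample mean plus 3 SD, cut at about 45% in these data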; further: values of inactives mirror those of a sister screen read the other way
FLuc inhib CS: firefly luciferase enzyme inhibitors, primary screen, artefact control for luciferase-based inhibitor screens, biochemical, luminescence, ATPLite | 10 min | Luciferin 4-monooxygenase (Photinus pyralis), P08659 | inhibition, % at 10 µM | AID 1006, 2008 | actives 1.5% (n = 200,000);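 active means inhibition above about 50% when tested at 10 µM, limit read from the data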
Target sequence (P08659 whole entry, looked up): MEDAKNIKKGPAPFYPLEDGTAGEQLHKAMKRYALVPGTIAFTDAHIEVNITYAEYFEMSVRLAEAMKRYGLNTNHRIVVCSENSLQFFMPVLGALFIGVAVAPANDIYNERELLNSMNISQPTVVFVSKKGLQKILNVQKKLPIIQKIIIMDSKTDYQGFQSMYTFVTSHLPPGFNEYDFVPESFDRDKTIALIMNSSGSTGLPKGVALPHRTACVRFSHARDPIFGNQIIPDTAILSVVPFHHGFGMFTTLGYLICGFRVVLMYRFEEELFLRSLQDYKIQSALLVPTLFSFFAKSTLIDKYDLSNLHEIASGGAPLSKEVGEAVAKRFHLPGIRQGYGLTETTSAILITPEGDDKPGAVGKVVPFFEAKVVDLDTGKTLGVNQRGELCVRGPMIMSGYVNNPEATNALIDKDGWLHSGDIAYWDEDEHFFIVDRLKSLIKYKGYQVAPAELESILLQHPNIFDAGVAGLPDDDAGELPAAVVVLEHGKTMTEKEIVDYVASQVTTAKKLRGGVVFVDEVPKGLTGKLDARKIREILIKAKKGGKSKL
STAT1 blocker: STAT1 signaling inhibitors, primary screen, cell-based, HTS, luciferase reporter; NIH 3T3 STAT1-luciferase reporter, IFN-gamma, luminescence; inhibition, % at 5.5 µM; actives 0.35% (n = 200,000);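 active means inhibition above a set limit, the mean inhibition across all tested compounds plus 3 SD, cut at about 34% in these data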;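 further: 0% = IFN-gamma with DMSO and 100% = IFN-gamma with 300 µM nifuroxazide; values of inactives mirror those of a sister screen read the other way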
STAT3 act: IL-6 driven STAT3 reporter potentiators, primary screen, U3A cells, luciferase, luminescence, MLSCN library | IL-6 STAT3-luciferase reporter; 100% = signal with IL-6 EC80 alone | activation (% of control), % at 5.6 µM | actives 0.91% (n = 190,000) | AID 871, 2007;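 active means activation above the screen-wide mean of compound activation plus 3 SD, cut at about 130% in these data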;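 further: 0% = background luminescence of wells with medium and substrate only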
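System – human U3A cells carrying STAT3-luciferase construct · Probe or stimulus – Interleukin-6, 33 ng/mL · Schedule – compound 1 h, then IL-6 6 h at 37 °C · Signal – luminescence from STAT3-driven luciferase reporter · Evaluation – percent of IL-6-only median luminescence · Benchmarks – IL-6-only high control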
NF-kB expr up: activators of NF-kB expression in neurons, primary screen, cell-based, HTS; human neuronal cells, NF-kB reporter expression; stronger effect = higher value; fold change at 12.5 µM; actives 1.6% (n = 190,000); in the data active means fold change above about 3.3
STAT1 act: STAT1 signaling activators, primary screen, cell-based, HTS, luciferase reporter; NIH 3T3 STAT1-luciferase reporter, IFN-gamma, luminescence; 100% = IFN-gamma alone, no compound; activation (% of control), % at 5.5 µM; actives 2.6% (n = 200,000);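 active means activation above the screen-wide mean activation plus 3 SD, cut at about 130% in these data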;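 further: raw ratio to IFN-gamma control signal so 100% means no change and 0% no light; values of inactives mirror those of a sister screen read the other way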
APP 5'UTR act: activators of APP 5'UTR luciferase reporter, primary screen, SH-SY5Y cells | SH-SY5Y APP 5'UTR luciferase reporter, luminescence; zero percent = DMSO vehicle wells | actives 1% (n = 190,000) | activation, % at 2 µM | AID 1276, 2008;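 active means activation above a set limit, based on mean plus 3 SD of controls, cut at about 140% in these data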; further: values of inactives mirror those of a sister screen read the other way
FLuc stim CS: FLuc activators, initial screening, artefact control for FLuc-dependent activation tests, biochemical, ATPlite luminescence; AID 1027, 2008; ATPlite luciferase biochemical, 10 min; 0 = ATP-free wells, 1 = DMSO control; 200,000 tested, under 10 active; activation factor at 10 µM;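 active means luciferase activation factor, scaled between plate controls, of at least 2 with compound at 10 µM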
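Assay system: Luciferase/luciferin detection reagent, cell-free biochemical luciferase assay / Read-out: luciferase activation / Benchmarks: No-ATP low control, compound-free enzyme-plus-ATP high control / Medium: PBS buffer for ATP / Detection: luminescence measurement of luciferase light output / Schedule: 10 min at ambient temperature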
Starred values were filed as active, the others as inactive; / = no result given.

1: COC(=O)C1=C(C)NC2=C(C(=O)CCC2)C1c1coc2ccccc2c1=O (configuration not stated)
2: CCC(=O)Oc1ccc2ccccc2c1CNC(=O)c1ccccc1
3: NC(CSC12CC3CC(CC(C3)C1)C2)C(=O)O (configuration not stated)
4: CCOc1ccc(N2C(=O)NC(Cc3c[nH]c4ccccc34)C2=O)cc1 (configuration not stated)
5: COc1ccc(C2CC(=O)c3cnc(Nc4cc(C)cc(C)c4)nc3C2)cc1 (configuration not stated)
6: O=C(CSc1cccc2cccnc12)N1CCCC1
7: CCc1cc2c(=O)c(-c3ccc4c(c3)OCCO4)coc2c(CN2CCCCC2C)c1O (configuration not stated)
8: CC(C)c1ccc(/C=N/NC(=O)c2c(Cl)cnn2C)cc1

Compound	1	2	3	4	5	6	7	8
STAT3 blocker	-39	-5	3	-5	4	5	2	15
ROMK mod	/	/	/	/	/	/	-0.19	1.1
APP 5UTR inh	13	-10	-1	1	4	28	-20	-117
FLuc inhib CS	-8	-1	-5	-8	-2	-3	33	93*
STAT1 blocker	14	18	-2	-4	7	2	-4	-43
STAT3 act	139*	106	101	107	100	101	102	90
NF-kB expr up	0.9	0.77	0.98	1.1	0.92	5*	1.6	5.2*
STAT1 act	86	84	102	103	93	97	102	138*
APP 5'UTR act	-13	10	1	-1	-4	-28	20	117
FLuc stim CS	1.1	1	1	1.1	1	1	0.7	0.1

9: CNc1nc(-c2c[nH]c3ccccc23)cs1
10: Cn1c(=O)c2c(nc(NC3CCCCC3)n2Cc2ccccc2)n(C)c1=O
11: O=C(OCCNc1nc(-c2ccccc2)nc2ccccc12)c1cccnc1
12: COc1cccc(/C=N/NC(=O)Cn2ccnc2C)c1
13: CNNC(=O)C(=O)NNS(=O)(=O)c1ccccc1
14: CCOc1ccccc1NC(=O)CSc1nnc(CNC(=O)COc2ccc(Cl)cc2)o1
15: COc1ccccc1C(N)=S
16: COc1ccc(C)cc1-n1nnnc1SCC(=O)c1ccc2c(c1)OCCO2

Compound	9	10	11	12	13	14	15	16
STAT3 blocker	-60	5	-3	-2	2	3	-4	4
ROMK mod	/	/	-1	0.048	-0.75	1.3	0.075	/
APP 5UTR inh	7	-13	10	7	-7	3	-1	10
FLuc inhib CS	0	-5	-3	0	-6	-7	3	13
STAT1 blocker	6	4	6	3	-8	-1	2	0
STAT3 act	161*	103	104	105	99	102	101	102
NF-kB expr up	0.6	0.95	0.91	0.87	1	1	1.1	1.1
STAT1 act	95	96	95	97	106	101	100	100
APP 5'UTR act	-7	13	-10	-7	7	-3	1	-10
FLuc stim CS	1	1	1	1	1.1	1.1	1	0.9

17: CC/C(CC(=O)C(F)(F)F)=N\NC(=O)/C(C#N)=C/N(C)C
18: CC(=O)c1sc(NC(=O)CCCOc2ccc(Cl)cc2)nc1C
19: CC(NC(=O)NC1CCCCC1)C(c1cccs1)N1CCN(Cc2ccccc2)CC1 (configuration not stated)
20: O=C(NCCCn1ccnc1)C(=O)c1cn(CC(=O)N2CCCCCC2)c2ccccc12
21: COc1ccc(CCN(C)C(=O)CSc2ncnc3sccc23)cc1OC
22: COc1cccc(CC(NC(C)=O)C(=O)NC2CCN(c3c(Cc4ccccc4)c(C)nc4ncnn34)CC2)c1 (configuration not stated)
23: Cc1[nH]nc2c1C(c1ccc(OC(=O)c3ccco3)cc1)C(C#N)=C(N)O2 (configuration not stated)
24: Cc1ccc(S(=O)(=O)NC(C)(C)CSc2ccccn2)cc1

Compound	17	18	19	20	21	22	23	24
STAT3 blocker	8	14	13	6	10	5	-8	-2
ROMK mod	2	/	/	/	0.002	-0.74	0.0014	-0.2
APP 5UTR inh	-11	2	-16	-1	-10	3	6	-21
FLuc inhib CS	-5	0	-12	0	-10	-3	-9	-6
STAT1 blocker	-3	7	1	-3	8	-9	1	3
STAT3 act	98	94	96	97	96	104	110	106
NF-kB expr up	/	1	0.92	1.2	0.98	0.95	1.3	0.99
STAT1 act	101	92	99	102	92	108	99	97
APP 5'UTR act	11	-2	16	1	10	-3	-6	21
FLuc stim CS	1.1	1	1.1	1	1.1	1	1.1	1.1

25: COc1cc(C2NC(=S)NC(O)(C(F)(F)F)C2C(=O)c2cccs2)cc(OC)c1O (configuration not stated)
26: CCOc1ccc(N2C(=O)CC(SC(=NC)Nc3ccc4c(c3)OCO4)C2=O)cc1 (configuration not stated)
27: CCN1C/C(=C/c2ccc(N3CCOCC3)cc2)C(=O)/C(=C/c2ccc(N3CCOCC3)cc2)C1
28: O=S(=O)(/N=C(/Sc1ccccc1)c1ccccc1)c1ccccc1
29: CCCn1c(CCc2ccccc2)n[nH]c1=S
30: Cc1ccc(C(=O)NC(=O)CSc2ncccc2C(=O)O)cc1
31: CCc1nnc(NC(=O)c2ccc(S(=O)(=O)N3CCN(Cc4ccccc4)CC3)cc2)s1
32: CCCN(c1ccc(OCC)cc1)c1ncnc2nc[nH]c12

Compound	25	26	27	28	29	30	31	32
STAT3 blocker	28	4	-6	7	0	11	5	0
ROMK mod	-0.11	0.92	/	-2.8*	/	-0.65	/	/
APP 5UTR inh	-40	/	7	7	7	6	-13	2
FLuc inhib CS	-1	-6	-3	-6	-1	4	2	-3
STAT1 blocker	3	10	-3	5	-2	-6	13	4
STAT3 act	79	95	111	99	103	100	101	100
NF-kB expr up	1.6	1	5.3*	1.4	1.1	0.85	1.1	1
STAT1 act	97	91	103	95	100	105	88	97
APP 5'UTR act	40	/	-7	-7	-7	-6	13	-2
FLuc stim CS	1	1.1	1	1.1	1	1	1	1

33: COc1cccc(N2C(=O)CC(c3c[nH]c4ccccc34)C2=O)c1 (configuration not stated)
34: COC(=O)c1onc(-c2c(OC)cc(OC)cc2OC)c1C(=O)OC
35: CCOC(=O)c1ccc(N2Cc3ccccc3C2=NC(=O)c2cccs2)cc1
36: CCSc1nnc(NC(=O)c2cccc(OCc3c(C)noc3C)c2)s1
37: CCN(CC)CCCNc1oc(-c2ccc(OC)c(OC)c2)nc1C#N
38: Cc1cnccc1CN(C)Cc1cn(C)nc1-c1cccc(Cl)c1
39: Cc1ccc(-c2nnc(Nc3ccc4c(c3)OCO4)c3ccccc23)cc1S(N)(=O)=O
40: COc1ccc(NS(=O)(=O)c2cc(NC(=O)Cn3cnc4c3c(=O)n(C)c(=O)n4C)ccc2C)cc1

Compound	33	34	35	36	37	38	39	40
STAT3 blocker	-28	13	4	32	4	-1	5	11
ROMK mod	/	0.94	/	/	-0.72	-0.015	/	-0.1
APP 5UTR inh	19	18	-98	-17	6	4	-5	4
FLuc inhib CS	-4	-4	0	0	-4	-7	0	-4
STAT1 blocker	12	-3	-16	-1	6	1	2	-6
STAT3 act	126	89	93	78	99	106	98	95
NF-kB expr up	1.2	1.2	1.8	0.92	1.6	1.2	1.1	1.3
STAT1 act	94	102	115	102	94	99	98	103
APP 5'UTR act	-19	-18	98	17	-6	-4	5	-4
FLuc stim CS	1	1	1	1	1	1.1	1	1

41: CC(C)Sc1nc(N)c2c3c(sc2n1)CN(C)CC3
42: COc1ccc(-c2nnc(SCC(=O)Nc3cc(C)on3)n2C)cc1OC
43: CCCC(=O)Nc1cc(C)c(NC(=O)c2cccs2)cn1
44: c1ccc(-n2nnnc2NCCCN2CCOCC2)cc1
45: CC1=NN(c2ccccc2)C(=O)/C1=C\c1c(C)[nH]n(-c2ccccc2)c1=O
46: O=C(Nc1cccc(Cl)c1)C1=Cc2cc(Cl)ccc2OC1
47: COc1ccc(CCN(Cc2cc3cc(C)c(C)cc3nc2Cl)C(=O)C2CC2)cc1

Compound	41	42	43	44	45	46	47
STAT3 blocker	6	1	5	2	-49	18	0
ROMK mod	-1.4	/	2.4	0.25	-3.6*	-0.0084	-0.39
APP 5UTR inh	-37	0	-39	-23	9	-12	-16
FLuc inhib CS	-2	-1	-8	-4	-4	-3	0
STAT1 blocker	-6	-1	0	6	-1	7	2
STAT3 act	99	103	97	103	144*	89	106
NF-kB expr up	1.6	1	1.3	1.1	0.86	1	0.95
STAT1 act	104	101	99	95	100	93	98
APP 5'UTR act	37	0	39	23	-9	12	17
FLuc stim CS	1	1	1.1	1	1	1	1

Compound activity (PubChem)
